HSF-1 act – HSF-1 activators, primary screen, NIH3T3-HGL cells, MG132 stress, luminescence, single point | activation, % at 9 µM | NIH3T3-HGL HSF-1 luciferase reporter, 8 h; 100% = twice DMSO control signal | 300,000 compounds, 1.7% hits;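 active = mean replicate activation of at least 50% with a set share of replicates each reaching 50%; inconclusive = only one of those two conditions met; inactive = mean below 50% and too few replicates reaching it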;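 note: 0% = median of the neutral control wells and 100% = twice that signal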
Platelet DG rel – inhibitors of platelet dense granule secretion, primary screen, cell-based, MLPCN, human platelets. human platelet-rich plasma, SFLLRN dense granule ATP release, luminescence. inhibition, %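 (compounds screened at 7.5 µM in platelet-rich plasma)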. 300,000 compounds, 0.22% hits;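 active = mean replicate score, as percent of positive control, at or above 50; inconclusive = mean below 50 but at least one replicate at or above 50; inactive = mean and every replicate below 50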
GSK3 alpha inh – blockers of GSK3A enzyme activity – biochemical, luminescence, cell-free homogeneous, HTS, primary screen; Glycogen synthase kinase-3 alpha (Homo sapiens), P49840; GSK-3 alpha kinase, ADP-Glo luminescence, 60 min; inhibition, % at 10 µM; 320,000 compounds, 0.1% hits; AID 2650, 2010;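 in the data active = inhibition above about 50%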;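 note: GST-tagged GSK-3 alpha with peptide substrate and 25 µM ATP; 0% = DMSO neutral wells and 100% = GW8510 positive control wells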
Target sequence (P49840 whole entry, looked up): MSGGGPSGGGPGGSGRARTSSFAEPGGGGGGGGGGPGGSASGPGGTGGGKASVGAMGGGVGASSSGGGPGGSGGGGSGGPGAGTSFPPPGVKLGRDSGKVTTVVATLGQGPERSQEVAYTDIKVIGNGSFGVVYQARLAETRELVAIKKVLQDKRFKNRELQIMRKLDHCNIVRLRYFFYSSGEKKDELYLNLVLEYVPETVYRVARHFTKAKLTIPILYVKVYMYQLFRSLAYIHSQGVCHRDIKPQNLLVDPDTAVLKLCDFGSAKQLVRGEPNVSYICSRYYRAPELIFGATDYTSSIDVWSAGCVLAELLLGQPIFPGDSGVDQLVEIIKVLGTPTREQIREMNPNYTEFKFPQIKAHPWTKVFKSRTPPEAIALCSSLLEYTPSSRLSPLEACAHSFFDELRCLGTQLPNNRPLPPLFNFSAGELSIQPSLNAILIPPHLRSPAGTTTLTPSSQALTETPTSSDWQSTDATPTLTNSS
AI-2 QS mod – Vibrio harveyi AI-2 quorum sensing modulators, primary screen, JMH597 strain, luminescence/OD600 ratio | Vibrio harveyi JMH597 AI-2 luminescence/OD600 ratio, 9 h; active compounds read low; strain lacks LuxN and CqsS sensors; 0 = neutral-control median | activity change, % at 7.5 µM | 300,000 compounds, 0.4% hits | AID 2094, 2009; in the data active = activity change below about -75%, passing the limit was not always enough; inconclusive = no clear call, values can overlap the other calls;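 note: luminescence divided by OD600 gain over 9 h not by final OD600 alone; inactives centre near 13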
DYRK1A inh – rat Dyrk1A kinase inhibitors, primary screen, biochemical, single point, plate reader | AID 504441, 2011 | ADP-Glo luminescence, NFATc1 peptide | inhibition, % at 12.5 µM | Dual specificity tyrosine-phosphorylation-regulated kinase 1A (Rattus norvegicus), Q63470 | 310,000 compounds, 0.43% hits; in the data active = inhibition above about 50%;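 note: plate controls were vehicle with enzyme for no effect and no enzyme for full effect; many of its hits are not listed in these tables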
HDAC3 inhib – HDAC3 deacetylase inhibitors, primary screen, biochemical, fluorescence, cell-free homogeneous | Histone deacetylase 3 (Homo sapiens), O15379 | recombinant HDAC3, fluorogenic peptide/trypsin coupled | inhibition, % at 8.3 µM | 320,000 compounds, 0.15% hits | AID 2718, 2010; in the data active = inhibition above about 26%, passing the limit was not always enough; inconclusive = no clear call, values can overlap the other calls
HSP90 refold inh – HSP90 inhibitors, primary screen, cell lysate, luminescence; Rabbit reticulocyte lysate, luciferase refolding luminescence, 3 h; inhibition, % at 5.6 µM; 290,000 compounds, 0.91% hits;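 active = inhibition above the screen-wide mean plus 3 SD, computed separately per campaign, cut at about 16% in these data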;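 note: 0% = DMSO wells and 100% = 60 µM geldanamycin wells; inhibitors lower the luminescence because luciferase stays unfolded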
GSK3beta inhib – human GSK3beta kinase inhibitors, primary screen, biochemical, cell-free homogeneous, HTS; activity score (negative = inhibition), % at 10 µM; Glycogen synthase kinase-3 beta (Homo sapiens), P49841; 300,000 compounds, 0.038% hits; GST-GSK3beta kinase, ADP-Glo luminescence, 60 min; active compounds read low;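 active = more than half of replicate wells score below -50%, meaning over 50% inhibition versus plate controls; inconclusive = some replicates but at most half score below -50%; inactive = no replicate scores below -50%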;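 note: 0% = median DMSO wells and -100% = median GW8510 positive control wells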
Target sequence (P49841 whole entry, looked up): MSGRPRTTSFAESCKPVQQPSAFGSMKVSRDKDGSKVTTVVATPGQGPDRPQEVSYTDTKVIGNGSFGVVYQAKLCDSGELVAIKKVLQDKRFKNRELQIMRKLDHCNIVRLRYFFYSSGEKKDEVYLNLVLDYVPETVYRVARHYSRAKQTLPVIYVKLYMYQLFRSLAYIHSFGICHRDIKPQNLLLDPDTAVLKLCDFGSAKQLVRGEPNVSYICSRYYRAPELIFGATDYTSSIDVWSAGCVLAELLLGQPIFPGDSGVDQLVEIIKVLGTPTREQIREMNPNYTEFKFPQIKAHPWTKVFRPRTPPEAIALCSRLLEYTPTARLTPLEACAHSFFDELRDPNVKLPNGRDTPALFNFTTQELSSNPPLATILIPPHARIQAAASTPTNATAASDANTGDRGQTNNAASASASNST
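Test system – GST-tagged human GSK3beta kinase, cell-free · Incubation – 60 min enzyme reaction, room temperature · Signal – ADP-Glo luminescence · Also added – peptide substrate and ATP at 25 µM · Controls – DMSO neutral wells and GW8510 at 20 µM as positive · Buffer or medium – Tris/MgCl2 kinase buffer · Measure – Luminescence-derived activity versus plate DMSO and GW8510 wells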
HSF1 inh – HSF1 inhibitors in luciferase reporter cells, primary screen, cell-based, NIH3T3, luminescence. NIH3T3-HGL HSE-luciferase, MG132-induced, luminescence 8 h; active compounds read low. activity change, negative = inhibition, % at 7.5 µM (by protocol). 300,000 compounds, 0.77% hits. AID 2098, 2009;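 active = more than half of replicate wells show activity change below -50%, luminescence cut by over half; inconclusive = some wells, but at most half, below -50%; inactive = no replicate well below -50%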;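 note: luciferase reports HSF-1 transcriptional activity via heat shock element; 0% = median of DMSO wells and -100% = zero luminescence signal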
PolyA inhibitor – polyadenylation inhibitors in yeast reporter cells, primary screen, luminescence, S. cerevisiae. AID 1875, 2009. S. cerevisiae SKY197-pL101 polyadenylation reporter, beta-gal luminescence; efflux-impaired pdr1/pdr3 knockout yeast; score 100 = 6 SD above DMSO. calls only at 12 µM. 300,000 compounds, 0.02% hits;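 active = lowest replicate activity score at least 50, where 100 means six control SD above control mean; inconclusive = lowest score under 50 but half or more replicates reach 50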;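 note: yeast exposed to compound for 9 h at 30 °C; higher score means more reporter readthrough which indicates perturbed polyadenylation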
* = called active by the depositor; i = inactive; ? = inconclusive; . = not tested or not shown. Only part of the results is shown, so the mix of outcomes need not match the whole.

cpd	molecule	AI-2 QS mod	GSK3 alpha inh	Platelet DG rel	HSP90 refold inh	DYRK1A inh	HDAC3 inhib	HSF1 inh	HSF-1 act	PolyA inhibitor	GSK3beta inhib
1	CC(=O)NC1=NN(C(C)=O)C(C)(c2cccnc2)S1 (centres undefined)	7	-2	-1	-3	0	9	4	1	i	1
2	O=C1CC2(CCN(C(=O)c3ccc(Br)cc3)CC2)Oc2ccccc21	13	1	2	.	9	-1	-4	-1	i	3
3	O=C(O)CCSc1ncnc2sc(-c3ccccc3)cc12	7	7	-2	12	17	-4	-64*	-65	i	1
4	CCCCc1oc2ccccc2c1C(=O)c1cc(I)c(OCCN(CC)CC)c(I)c1	11	-5	-3	2	0	?	6	11	i	6
5	CS(=O)(=O)N1CCN(c2ccc(NC(=O)C(c3ccccc3)c3ccccc3)cc2)CC1	23	0	13	-4	0	2	2	37	i	3
6	Cn1ncc2c(N3CCC(Cc4ccccc4)CC3)ncnc21	23	6	8	0	-1	1	11	7	i	1
7	Cc1c(C)c2c(OCC(=O)N[C@@H](CC(C)C)C(=O)O)cc3c(c2oc1=O)CCC(C)(C)O3	9	-3	1	-3	1	-123	2	-6	i	3
8	CC(=O)COC(=O)CNC(=O)c1ccc(Br)cc1	16	-3	8	0	3	-11	-2	5	i	-2
9	Cc1ccc(C(=O)NCC(=O)OCC(=O)c2ccc(Br)s2)cc1	16	0	3	.	1	-14	-9	-13	i	-1
10	CCOC(=O)c1csc(NC(=O)c2ccc(OCC)cc2)n1	8	1	-1	42*	5	5	13	25	i	0
11	COCCNC(=O)C1CCCN(S(=O)(=O)c2c(C)noc2/C=C/c2cccs2)C1 (centres undefined)	12	-2	-1	1	-2	-3	11	42	i	0
12	COc1ccc(OCCNc2cc(N3CCCCC3)ccc2[N+](=O)[O-])cc1	-12	-4	-7	1	-7	3	17	3	i	2
13	CCNS(=O)(=O)c1ccc(CCC(=O)N2CCN(c3cc(Cl)ccc3C)CC2)cc1	-23	-4	-1	-1	-5	8	-4	-2	i	2
14	CCn1c(CNC(=O)c2ccccc2Br)nnc1SCC(=O)NC1=NCCS1	25	-1	-25	-1	-8	-1	2	6	i	1
15	O=C(Nc1ccc(N2CCCC2)c(Cl)c1)c1cccnc1	12	0	24	3	3	-3	-10	6	i	1
16	COc1ccc(Br)cc1C(=O)Nc1cccc2ncccc12	15	-1	1	-2	4	8	21	48	i	1
17	CCOC(=O)c1ccccc1NC(=O)c1cn(-c2ccc(C)c(C)c2)c(=O)c2ccccc12	11	-3	-5	-5	5	-3	1	9	i	4
18	Cc1cc(C(=O)NCC(=O)O)c(C)o1	13	-2	-7	0	2	-4	3	-4	i	0
19	CC(C)(C)c1nc2ccccc2c2nnc(SCC(=O)NCc3ccco3)n12	21	-2	2	0	1	5	1	3	i	0
20	Cc1ccc(CNC(=O)c2cccc(S(C)(=O)=O)c2)cc1	24	.	0	0	1	-11	-10	-8	i	2
21	O=C(O)[C@H](Cc1c[nH]c2ccccc12)Nc1ncccc1[N+](=O)[O-]	9	0	5	5	-1	-31	-1	12	i	1
22	Cc1c(Cl)cccc1NC(=O)[C@@H](NC(=O)c1ccccc1Cl)C(C)C	12	-2	0	2	-1	4	3	-8	i	-1
23	COc1cccc(C(=O)OCn2nnc3ccccc3c2=O)c1	13	0	-8	-1	4	4	-5	-5	i	-1
24	C=CCn1c(SCC(=O)Nc2cc(C)nn2-c2ccccc2)nnc1C1CCCCC1	76	-2	-1	5	5	-7	3	10	i	0
25	CCN1C(=O)/C(=C\c2ccc(-c3cccc(C(=O)OC)c3)o2)SC1=Nc1ccc(C(=O)O)cc1	26	-1	1	-3	.	2	1	-1	i	-3
26	Cc1onc(-c2ccccc2)c1C(=O)Nc1sc2c(c1C#N)CCC(C)C2 (centres undefined)	7	0	-2	7	.	-1	0	10	i	-5
27	COc1ccc(OC)c(S(=O)(=O)n2nc(C)cc2C)c1	25	-1	8	4	-34	1	-7	6	.	-2
28	COc1cccc(NC(=O)Nc2cc(C)on2)c1	-3	2	-5	-4	-5	2	9	13	i	0
29	Cc1cccnc1NC(=O)c1sc2ccccc2c1Cl	16	-3	6	0	6	6	24	36	i	-1
30	CC(C)(C)OC(=O)N1CCNc2ccccc2C1	6	.	1	4	-1	.	5	-3	i	-3
31	O=C(Nc1cc(Cl)ccc1Oc1ccccc1)c1ccc(F)cc1	14	-4	-19	-7	-7	0	1	2	i	4
32	CC(C)(C)n1nnnc1C(c1ccncc1)N1CCCCCC1 (centres undefined)	-3	0	13	-4	-2	4	.	.	i	-1
33	COc1ccc(CNC(=O)CCN2C(=O)c3ccccc3C2=O)cc1OC	21	0	-9	-2	5	-6	-5	4	i	3
34	Nn1cc(-c2ccccc2)nc1SCC(=O)Nc1cccc(S(N)(=O)=O)c1	25	-2	16	-2	4	2	0	4	i	-1
35	COc1cc(C2CC(=O)Nc3cc(C)c(C)cc32)cc(OC)c1OC (centres undefined)	24	-2	-12	3	-1	.	-2	10	i	-4
36	O=S(=O)(c1ccc(Cl)cc1)N1CCN(Cc2c[nH]c3ccccc23)CC1	11	0	3	3	-7	-1	0	-1	i	-1
37	CNc1nc2[nH]c(=O)c3c(c2s1)OC(N)=C(C#N)C3c1cccc(F)c1 (centres undefined)	28	0	8	3	3	10	-13	-10	i	0
38	COc1ccc(CCNCC(=O)Nc2ccc(C(=O)N3CCCCC3)cc2)cc1	6	3	4	9	3	-5	-3	-20	i	0
39	NC(=O)c1ccc[n+](CC(=O)NCc2ccc(Cl)cc2)c1	9	5	-4	0	0	1	-10	4	i	-1
40	Cc1ccc(C(=O)CSc2ncnc3ccccc23)o1	14	-1	6	0	3	-1	28	48	.	2
41	Cc1nc2ccccc2c(=O)n1NC(=O)Cc1ccc(Br)cc1	-6	-1	11	-1	1	-1	5	0	i	4
42	O=C(CCCCCn1c(=O)[nH]c2ccccc2c1=O)NCCc1c[nH]c2ccccc12	7	-3	7	0	9	-4	5	11	i	0
43	O=C(OCc1cccc(C(F)(F)F)c1)c1ccc[nH]c1=O	17	-2	-7	-3	3	-5	1	-8	i	0
44	COc1ccc(CNC(=O)[C@H](C)NC(=O)C2CC(=O)N(c3ccc4c(c3)OCO4)C2)cc1 (some centres undefined)	11	8	-7	2	.	3	1	19	i	-3
45	CCN(CC)S(=O)(=O)c1ccc(OC)c(NC(=S)Nc2cccc(C)c2C)c1	10	-3	-6	2	-2	0	3	1	i	-14
46	C=CCc1cc(S(=O)(=O)c2ccc(O)c(CC=C)c2)ccc1O	38	3	1	-1	18	-6	-7	-1	i	-1
47	CON(C)c1nc(Oc2ccc(=O)[nH]n2)nc(N(C)C)n1	21	0	1	0	8	2	1	-5	i	-1
48	CCNC(=O)CSc1nnc(-c2cccs2)o1	23	-2	-1	1	1	-1	3	-3	i	1
49	Cc1ccc2ncccc2c1[N+](=O)[O-]	6	-1	0	4	6	0	-5	3	i	4
50	COC(=O)NCC(c1ccco1)N1CCN(c2ccc(F)cc2)CC1 (centres undefined)	10	0	0	3	1	4	-5	-3	i	7

Complete entries, looked up by structure. Order of values: AI-2 QS mod	GSK3 alpha inh	Platelet DG rel	HSP90 refold inh	DYRK1A inh	HDAC3 inhib	HSF1 inh	HSF-1 act	PolyA inhibitor	GSK3beta inhib
COc1ccc(CCNCC(=O)Nc2ccc(C(=O)N3CCCCC3)cc2)cc1 is entered as 6	3	4	9	3	-5	-3	-20	i	0
COc1cccc(NC(=O)Nc2cc(C)on2)c1 is entered as -3	2	-5	-4	-5	2	9	13	i	0
NC(=O)c1ccc[n+](CC(=O)NCc2ccc(Cl)cc2)c1 is entered as 9	5	-4	0	0	1	-10	4	i	-1
Cc1cccnc1NC(=O)c1sc2ccccc2c1Cl is entered as 16	-3	6	0	6	6	24	36	i	-1

Next part
cpd	molecule	AI-2 QS mod	GSK3 alpha inh	Platelet DG rel	HSP90 refold inh	DYRK1A inh	HDAC3 inhib	HSF1 inh	HSF-1 act	PolyA inhibitor	GSK3beta inhib
51	Cc1cccc(-c2nsc(SCC(=O)NCC3CCCO3)n2)c1 (centres undefined)	38	-3	4	-5	.	-7	9	19	i	2
52	COc1ccc2nc(NC(=O)CSc3nnc(C)s3)sc2c1	7	1	-2	-10	-5	-4	14	-7	i	2
53	Cn1c(N)c(C(=O)COC(=O)c2cc(-c3ccccc3)nc3ccccc23)c(=O)n(C)c1=O	6	-6	-1	.	.	6	1	1	i	-1
54	CC(=O)N1C(=O)CC(C)N(C(C)=O)c2ccc([N+](=O)[O-])cc21 (centres undefined)	19	-1	-6	3	-6	4	2	-11	i	2
55	CC(=O)N/C(=C\c1ccccc1)C(=O)OCc1ccc(F)cc1	-6	.	-10	-2	.	-13	-12	16	i	2
56	Cc1ccc2cccc(OCC(=O)N3CCc4ccccc43)c2n1	-1	-1	.	-3	2	2	.	.	.	-1
57	CC(C)NC(NC(=O)Cc1ccccc1)C(Cl)(Cl)Cl (centres undefined)	15	1	-3	-2	5	0	-4	-10	i	6
58	COc1cc([N+](=O)[O-])ccc1NC(=O)CC1SC(=Nc2ccc(F)cc2)N(CCC2=CCCCC2)C1=O (centres undefined)	9	-1	-9	3	-7	0	2	23	i	-2
59	O=C(N=C1c2ccccc2CN1c1cccc(Cl)c1)c1cccnc1	19	-1	1	-5	3	.	15	38	i	1
